Tb PGK inh – qHTS Assay to Find Inhibitors of Phosphoglycerate Kinase; PGK/GAPDH coupled, Kinase-Glo luminescence, 60 min; Potency, µM (series often up to 57.5 µM), inactives show top-dose activity change, negative = inhibition, hits mostly inhibitors; 380,000 tested, 0.043% active; further: on the % scale 0 is the no-effect control and ±100 the full control effect; nearly all actives have a fitted effect of over 60% in size
Target sequence (P07378 whole entry, looked up): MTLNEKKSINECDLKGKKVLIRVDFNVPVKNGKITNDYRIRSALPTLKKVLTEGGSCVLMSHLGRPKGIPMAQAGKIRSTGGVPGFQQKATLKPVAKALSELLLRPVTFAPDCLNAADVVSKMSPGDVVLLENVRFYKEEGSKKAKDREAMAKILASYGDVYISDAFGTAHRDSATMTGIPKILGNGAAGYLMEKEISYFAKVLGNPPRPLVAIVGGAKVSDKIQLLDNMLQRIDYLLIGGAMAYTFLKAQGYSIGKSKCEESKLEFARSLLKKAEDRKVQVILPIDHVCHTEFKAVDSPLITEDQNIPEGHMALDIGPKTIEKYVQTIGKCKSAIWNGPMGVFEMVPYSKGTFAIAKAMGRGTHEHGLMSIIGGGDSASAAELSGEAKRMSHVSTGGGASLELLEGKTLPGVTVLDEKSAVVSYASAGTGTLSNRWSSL
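Recombinant glycosomal PGK reaction used 1,3-bisphosphoglycerate generated in-well by GAPDH (100nM final) in 100mM TEA pH 7.6, 5mM MgCl2, 0.01% Tween-20. After 60 minutes at room temperature, ATP was read by Kinase-Glo Plus luminescence end-point.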
RGS4 inh – Inhibitors of Regulator of G Protein Signaling (RGS) 4: qHTS; AID 504845, 2011; Transcreener GDP fluorescence polarization, RGS4-accelerated GTP hydrolysis; Potency, µM (titrated, usually from 114 µM), for the others: at the top dose activity change, negative = inhibition, actives largely listed as inhibitors; 390,000 tested, 0.039% active; Regulator of G-protein signaling 4 (Homo sapiens), P49798; further: on the % scale 0 is the no-effect control and ±100 the full control effect; nearly all actives have a fitted effect of over 75% in size; some results filed as inactive show a strong effect at the top dose
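MLSMR compounds (23 nl, pin-transferred) preincubated 10 min at room temperature with a 500nM (2x) first reagent, then RGS4 at 900nM (2x) plus Transcreener GDP mix added; fluorescence polarization (620/688 nm) read before and after 90 min at 30 °C.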
GLS inhibitor – qHTS for Inhibitors of Glutaminase (GLS). GLS enzymatic activity, qHTS titration. 410,000 tested, 0.21% active. Potency, µM (doses to about 45.5 µM), without a hit: at the highest dose activity change, negative = inhibition, usual class: inhibitors. Glutaminase kidney isoform, mitochondrial (Homo sapiens), O94925; further: on the % scale 0 is the no-effect control and ±100 the full control effect
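hKGA; 45 mM KH2PO4 pH 8.2 + 0.02% Tween-20; cpd via pin tool; 1 mM Gln soln; GluOx/HRP/Amplex Red; RT 30 min; fluor. t0 & final.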
Pin1 inhibitor – qHTS Assay to Find Inhibitors of Pin1 | Potency, µM (titrated, usually from 115 µM), for inactives: at the highest dose activity, negative = inhibition, hits mostly inhibitors | Peptidyl-prolyl cis-trans isomerase NIMA-interacting 1 (Homo sapiens), Q13526 | 390,000 tested, 0.009% active | Pin1 FP peptide displacement, HiFluor488, 10 min; active means well fitted inhibition curve with a large enough effect in the polarisation, with a control signal flat, not every such curve was filed as active; inconclusive means small, poorly fitted or top-dose-only effect, or effect the other way, or a change in a side signal; inactive means no such curve, though single readings can be large or run the other way; the % refers to the polarisation; further: on the % scale 0 is the no-effect control and ±100 the full control effect
Target sequence (Q13526 whole entry, looked up): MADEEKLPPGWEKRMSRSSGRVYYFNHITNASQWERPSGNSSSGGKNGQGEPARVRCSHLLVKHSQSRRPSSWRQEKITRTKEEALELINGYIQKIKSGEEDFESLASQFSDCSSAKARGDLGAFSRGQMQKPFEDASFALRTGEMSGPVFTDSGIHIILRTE
JMJD2A Tudor inh – qHTS Assay for Inhibitors of JMJD2A-Tudor Domain | Lysine-specific demethylase 4A (Homo sapiens), O75164 | AlphaScreen JMJD2A-Tudor / H3K4me3 peptide binding | Potency, µM (doses to about 114 µM), for the others: at the highest dose activity change, negative = inhibition, most hits filed as inhibitors | 390,000 tested, 4.4% active; further: on the % scale 0 is the no-effect control and ±100 the full control effect; nearly all actives have a fitted effect of over 50% in size
rTrxR1 inhibitor – qHTS Assay for Inhibitors of Mammalian Selenoprotein Thioredoxin Reductase 1 (TrxR1): qHTS; Thioredoxin reductase 1, cytoplasmic (Rattus norvegicus), O89049; recombinant rTrxR1, NADPH fluorescence consumption, selenite substrate; Potency, µM (titrated, usually from 114 µM), inactives show top-dose activity change, negative = inhibition, usual class: inhibitors; 390,000 tested, 1% active; AID 588453, 2011; further: on the % scale 0 is the no-effect control and ±100 the full control effect; nearly all actives have a fitted effect of over 65% in size
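Rat TrxR1 (90 nM in the dispensed reagent) was pre-reduced with 400 uM NADPH for 5 min at room temperature, then incubated with compound for 15 min. After 400 uM selenite was added, NADPH fluorescence (Ex 340/Em 450 nm) was followed for 8 min.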
ERG Ets-DNA blk – qHTS for Small Molecule Inhibitors of the ERG Ets/DNA interaction; fluorescence polarization, His-ERG Ets domain / labelled DNA; Potency, µM (titrated, usually from 76.9 µM), for inactives: at the top dose FP activity, negative = inhibition, most hits filed as inhibitors; 370,000 tested, 0.028% active; AID 624246, 2012; active means well fitted inhibition curve with a large enough effect in the polarisation, with a control signal flat; inconclusive means small, poorly fitted or top-dose-only effect, or effect the other way, or a change in a side signal; inactive means no such curve, though single readings can be large or run the other way; the % refers to the polarisation;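 further: polarization taken with two DNA probes labelled with fluorescein and Texas red; % of control where 0% means no effect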
Target sequence (P11308 whole entry, looked up, the tested form may be a part): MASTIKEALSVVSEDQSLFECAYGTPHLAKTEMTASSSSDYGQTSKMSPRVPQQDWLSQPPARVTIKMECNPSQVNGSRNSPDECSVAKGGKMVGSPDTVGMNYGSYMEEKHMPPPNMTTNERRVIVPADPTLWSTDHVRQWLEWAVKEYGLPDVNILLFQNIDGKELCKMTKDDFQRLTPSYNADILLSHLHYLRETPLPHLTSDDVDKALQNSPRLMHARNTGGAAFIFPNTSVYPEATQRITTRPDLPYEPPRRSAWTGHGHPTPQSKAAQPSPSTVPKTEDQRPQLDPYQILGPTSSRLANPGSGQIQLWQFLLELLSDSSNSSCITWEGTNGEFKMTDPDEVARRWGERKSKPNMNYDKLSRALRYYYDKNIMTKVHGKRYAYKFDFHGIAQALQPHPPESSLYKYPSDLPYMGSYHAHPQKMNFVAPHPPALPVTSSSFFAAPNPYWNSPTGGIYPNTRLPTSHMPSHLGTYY
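His-tagged ERG Ets domain (1 uM in the protein solution; 300mM KCl, 50mM Tris-HCl, 1mM EDTA, 1mM DTT, pH 7.5) received compound, then a probe mix of 5 nM fluorescein-DNA and 100nM Texas-615-DNA. Fluorescence polarization was read for both dyes.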
12-LOX inh – Primary qHTS assay for inhibitors of human arachidonate 12S-lipoxygenase (ALOX12): Round 2; Polyunsaturated fatty acid lipoxygenase ALOX12 (Homo sapiens), P18054; purified 12hLO, xylenol orange hydroperoxide absorbance; Potency, µM (highest dose often 108 µM), for inactives: at the highest dose activity change, negative = inhibition, usual class: inhibitors; 580,000 tested, 1.1% active; AID 1671190, 2021; further: on the % scale 0 is the no-effect control and ±100 the full control effect
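Hydroperoxide product was detected by ferrous iron/xylenol orange as the 573 to 405 nm absorbance ratio. Arachidonic acid at 40 uM (final) was turned over for 30 min at room temperature by 150 nM human 12hLO, pH 7.0 Hepes buffer, after 15 min compound preincubation.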
HP1b chromo inh – HTS for Inhibitors of HP1-beta Chromodomain Interactions with Methylated Histone Tails. AID 540317, 2011. Potency, µM (highest dose often 114 µM), inactives show top-dose activity change, negative = inhibition, most hits filed as inhibitors. Chromobox protein homolog 1 (Homo sapiens), P83916. AlphaScreen HP1-beta / biotin-H3K9me3 peptide binding. 390,000 tested, 0.56% active; further: nearly all actives have a fitted effect of over 70% in size; inactives centre near 23
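AlphaScreen: HP1-beta (50 nM) preformed 30 min with biotin-H3(1-18)K9me3 peptide (50 nM) in PBS pH 7.4, 0.01% Tween-20. Compound added for 30 min at RT, then streptavidin donor/nickel chelate acceptor beads (10 ug/mL) for 30 min.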
Starred values were filed as active, the others as inactive; i = inactive; ? = inconclusive; / = no result given; & = joins results of further samples; [ ] = another dose, or the depositor's remark. Unless noted, the call rests on the fitted dose curve; in most records, active means well fitted curve in the direction sought with a large enough effect; inconclusive means small, poorly fitted or top-dose-only effect, or another doubt; inactive means no such curve, though single readings can be large; an effect the other way counts as inactive or inconclusive. Potency means the concentration at half of the fitted maximal effect. Some of the compounds tested; count on the stated rates, not on these rows.

Tb PGK inh	RGS4 inh	GLS inhibitor	Pin1 inhibitor	mol	JMJD2A Tudor inh	rTrxR1 inhibitor	ERG Ets-DNA blk	12-LOX inh	HP1b chromo inh
2.4%	23.9%	-4.0%	2.7%	CC1Nc2nc(NC(=O)C(C)(C)C)[nH]c(=O)c2N(C)C1C (stereo not given)	-7.3%	-11.1%	-1.6%	-4.4%	37.1%
i	0.6%	7.2%	-2.1%	O=C(NCC(=O)N1CCN(S(=O)(=O)c2cccs2)CC1)c1ccc(Cl)cc1	-2.7%	18.3%[57.1 µM]	3.1%	-24.2%	16.0%
-7.5%	11.0%	0.1%	?	Cc1cc(/C=C2/C(=O)NN(c3ccccc3)C2=O)c(C)n1-c1cccc(O)c1	-31.9%	5.2%	3.5%	-24.7%	-6.1%
i	-5.2%	0.3%	-2.8%	CN(C)CCCOC(=O)c1ccc(Cl)cc1Cl	-1.5%	18.8%	-2.6%	-11.4%	38.5%
-0.5%	-7.4%	1.2%	-2.1%	Cc1ccc(Nc2c(-c3cccc(Cl)c3)nc3cccc(C)n23)cc1	?	3.8%	1.2%	?	-36.8%
-6.1%	-4.7%	?	6.6%	C(=N\Nc1nc2ccccc2s1)/c1ccc2c(c1)OCO2	-17.8%	22.5%[57.1 µM]	-14.2%	13.5%	5.5%
-2.2%	23.5%	2.3%	-8.5%	CCOc1ccc(N2C(=O)C(C)CNC2=S)cc1 (stereo not given)	-6.2%	14.1%[11.4 µM]	4.2%	-18.6%	14.3%
-1.5%	0.0%	-13.0%	-9.4%	N#Cc1cc2c(=O)n3ccccc3nc2n(CCCN2CCOCC2)c1=O	-10.8%	126.7%[activator]	-1.2%	?	8.1%
-2.2%	-31.5%	18.2%	-12.5%	C/C(CC(=O)Nc1ccc(N(C)C)cc1)=N\NC(=O)c1ccccn1	?	-35.9%[57.1 µM]	-1.1%	9.8%	?
3.1%	26.5%	6.3%	-0.1%	CN(C)C(=O)CCc1nc(-c2ccc(C(C)(C)C)cc2)no1	0.4%	17.1%[57.1 µM]	-1.0%	0.0%	14.8%
-4.0%	0.8%	0.9%	-10.8%	COC(=O)c1sc(OC)cc1OCc1ccc(C)cc1	-5.9%	-10.5%	2.6%	17.0%	39.4%[activator]
5.1%	13.7%	8.2%	1.3%	COc1ccc(-c2csc(NC(=O)c3ccccc3F)c2C(=O)O)cc1	-13.3%	-7.8%	6.5%	/	26.6%

Part of the list above, set out differently.
| Tb PGK inh | RGS4 inh | GLS inhibitor | Pin1 inhibitor | JMJD2A Tudor inh | rTrxR1 inhibitor | ERG Ets-DNA blk | 12-LOX inh | HP1b chromo inh | mol |
| --- | --- | --- | --- | --- | --- | --- | --- | --- | --- |
| i | 0.6% | 7.2% | -2.1% | -2.7% | 18.3%[57.1 µM] | 3.1% | -24.2% | 16.0% | O=C(NCC(=O)N1CCN(S(=O)(=O)c2cccs2)CC1)c1ccc(Cl)cc1 |
| -7.5% | 11.0% | 0.1% | ? | -31.9% | 5.2% | 3.5% | -24.7% | -6.1% | Cc1cc(/C=C2/C(=O)NN(c3ccccc3)C2=O)c(C)n1-c1cccc(O)c1 |

(cont.)
Tb PGK inh	RGS4 inh	GLS inhibitor	Pin1 inhibitor	mol	JMJD2A Tudor inh	rTrxR1 inhibitor	ERG Ets-DNA blk	12-LOX inh	HP1b chromo inh
-6.0%	-13.6%	14.5%	-3.3%	Cc1nn(C)c(C)c1/C=N/O	-8.3%	-1.0%	0.9%	0.3%	27.4%
i	15.6%	-0.7%	14.5%	COc1cc([N+](=O)[O-])ccc1NC(=O)NCCCN1CCCC1=O	-14.4%	-6.2%	-5.2%	/	24.4%
-2.7%	-0.7%	5.4%	4.0%	Cc1ccc(NC(=O)c2ncn(CC(=O)NCc3ccc4c(c3)OCO4)n2)cc1C	-8.2%	13.8%	9.5%	-27.0%	16.3%
i	-14.9%	1.7%	12.6%	COc1ccc(C(=O)C[n+]2cccc(Br)c2)cc1	1.1%	4.7%[57.1 µM]	2.9%	0.5%	32.2%
-1.5%	13.9%	-13.0%	11.2%	O=C(c1ccc(S(=O)(=O)Nc2ccc(F)cc2)cc1)N1CCN(c2ccccn2)CC1	-28.5%	12.6%[57.1 µM]	17.4%	-13.5%	-9.4%
/	-41.2%	/	14.5%	CC(=O)Nc1ccc(SCC(Cc2ccccc2)N2CCN(CCc3ccccc3)CCC2=O)cc1 (stereo not given)	?	27.1%	/	/	14.7%
-1.9%	-1.0%	-10.2%	-3.1%	O=C1CC2(CCN(C(=O)c3c(F)cccc3F)CC2)Oc2ccccc21	-0.7%	-17.3%	-18.1%	-1.3%	21.6%
-6.4%	-9.1%	5.6%	-5.0%	CC(=O)NCc1cccc(CNC(C)=O)n1	-18.7%	1.1%	10.5%	-8.7%	17.9%
-1.5%	0.1%	12.1%	-1.1%	Cc1cc(C)c(C#N)c(SCc2ccccc2C)n1	71.2%[activator]	-5.4%	-0.5%	-0.6%	202.3%[activator]
-1.2%	10.9%	-6.8%	0.6%	Cn1c(=O)cc(SCC(=O)Nc2cccc(C#N)c2)c2ccc(Cl)cc21	-9.7%	31.7%	-10.3%	?	12.8%
-1.3%	-14.5%	1.4%	-2.0%	O=C(CCN1C(=O)/C(=C/c2ccccc2F)SC1=S)NCCc1ccc(O)cc1	-16.7%	-2.7%	10.8%	-16.0%	32.0%
5.1%	-12.7%	3.2%	1.1%	CCCSc1nnc(NC(=O)Nc2ccc(C)cc2)s1	-25.5%	1.4%	-8.3%	110.1%[activator]	25.4%

(continued)
Tb PGK inh	RGS4 inh	GLS inhibitor	Pin1 inhibitor	mol	JMJD2A Tudor inh	rTrxR1 inhibitor	ERG Ets-DNA blk	12-LOX inh	HP1b chromo inh
-3.4%	-5.7%[11.4 µM]	16.4%	-8.5%	COc1ccc(NC(=O)NCc2ccco2)c(OC)c1	-33.3%	8.0%	-4.8%	-1.2%	7.4%
-0.5%	15.7%	-0.1%	-1.3%	CN(CCCNC(=O)CCC(=O)N1CCOc2ccccc21)Cc1ccccc1	-15.5%	6.0%[57.1 µM]	-8.0%	34.7%[activator]	10.2%
4.4%	-2.3%	4.2%	-6.0%	CCOc1cc2[nH]c(=O)n(CCCCC(=O)N3CCN(c4ccccc4OC)CC3)c(=O)c2cc1OCC	-8.7%	17.6%[57.1 µM]	2.7%	0.5%	26.3%
-2.9%	?	-0.1%	-4.9%	CC(=O)Nc1ccc(-c2nnc(SCC(=O)c3ccc4c(c3)Cc3ccccc3-4)n2C)cc1	35.5µM*	-2.5%	-8.9%	?	4.7%
-4.3%	-13.4%	?	0.2%	COc1cc(C(=O)NC(C)c2ccc3ccccc3c2)cc(Cl)c1O (stereo not given)	-28.5%	31.6%[57.1 µM]	-9.7%	?	-7.8%
0.7%&12.1%	6.7%[11.4 µM]	0.5%&6.9%	1.5%&1.1%	Cc1ccc(C)c(N2CCN(C(=O)CCS(=O)(=O)c3ccc4c(c3)oc(=O)n4C)CC2)c1	-19.8%&-24.3%	-12.2%&1.0%	-8.5%&1.1%	-12.9%&-10.5%	36.2%&23.1%
7.4%	20.7%	-1.9%	2.9%	CCOC(=O)c1ccc(NC(=O)C2CC(=O)N=C(N)S2)cc1 (stereo not given)	-6.2%	3.4%	3.3%	2.8%	27.7%
-6.6%	33.3%	6.5%	5.4%	CC(C(=O)N1CCN(c2ccc(Cl)cc2)CC1)c1ncc(C(F)(F)F)cc1Cl (stereo not given)	-19.2%	3.5%	-0.4%	?	4.6%
0.3%	-12.3%	0.4%	6.8%	Cc1ccc(N2C(=O)CC(Nc3cccc4ccccc34)C2=O)cc1 (stereo not given)	-16.5%	-2.1%[57.1 µM]	4.1%	105.2%[activator]	2.0%
7.0%	17.9%	18.9%	-1.9%	Fc1ccc(C2=CC(c3cccs3)n3nnnc3N2)cc1 (stereo not given)	-7.4%	16.0%	14.0%	0.0%	-4.6%
-0.5%	6.1%	-1.7%	-4.5%	c1ccc(OCCOCCOc2ccccc2)cc1	115.2%[activator]	13.2%[2.29 µM]	7.9%	4.3%	33.7%[activator][57 µM]
-2.3%	17.4%	-2.2%	-4.2%	CC1CCCCN1CCNC(=O)C1CCCN(c2ncnc3c2nc2n3CCCCC2)C1 (stereo not given)	-20.0%	12.3%	8.5%	-0.6%	20.4%
-9.5%	-7.4%	-3.6%	0.8%	Cc1oc(-c2ccc(Cl)cc2)nc1CS(=O)CC(=O)NCCCN(C)C1CCCCC1 (stereo not given)	-4.5%	-30.5%	-2.3%	-22.5%	31.1%[activator]
-7.7%	10.6%	-1.3%	22.1%	Cc1cccc(NC(=O)c2ccc(Cl)c(S(=O)(=O)N3CCc4ccccc43)c2)n1	-15.2%	36.0%[activator]	5.2%	3.9%	12.0%
/	-28.2%	-2.9%	-4.0%	COc1ccc(CCN2C(=S)N(c3ccccc3)C(=O)C2CC(=O)O)cc1OC (stereo not given)	-6.7%	7.6%	0.4%	0.0%	45.5%[activator]

Compound activity from PubChem.
